Screens from PubChem.
CCHF vOTU inh – CCHFV vOTU protease inhibitors, primary screen, biochemical, Pep-AMC substrate, fluorescence | AID 651958, 2012 | 0.55% of 370,000 active | inhibition, % at 11.5 µM; in the data active = inhibition above about 30%; note: 0% = vehicle wells with enzyme and 100% = no enzyme wells
FadD28 binding – inhibitors of FadD28 bisubstrate probe binding, primary screen, biochemical, fluorescence polarization, single point | inhibition, % at 12.5 µM | Mycobacterium tuberculosis FadD28 fatty-acid-AMP ligase | 0.22% of 360,000 active; in the data active = inhibition above about 8.5%, passing the limit was not always enough; inconclusive = no clear call, values can overlap the other calls
Anthrax LF prot – Bacillus anthracis LF protease inhibitors, primary screen, biochemical, multiplex microsphere, MLPCN library; Lethal factor (Bacillus anthracis), P15917; multiplex microsphere protease cleavage assay; inhibition, % at 10 µM; 0.12% of 360,000 active; AID 588501, 2011; note: plate controls were buffer without enzyme for full effect and enzyme alone for no effect
Target sequence (P15917 whole entry, looked up): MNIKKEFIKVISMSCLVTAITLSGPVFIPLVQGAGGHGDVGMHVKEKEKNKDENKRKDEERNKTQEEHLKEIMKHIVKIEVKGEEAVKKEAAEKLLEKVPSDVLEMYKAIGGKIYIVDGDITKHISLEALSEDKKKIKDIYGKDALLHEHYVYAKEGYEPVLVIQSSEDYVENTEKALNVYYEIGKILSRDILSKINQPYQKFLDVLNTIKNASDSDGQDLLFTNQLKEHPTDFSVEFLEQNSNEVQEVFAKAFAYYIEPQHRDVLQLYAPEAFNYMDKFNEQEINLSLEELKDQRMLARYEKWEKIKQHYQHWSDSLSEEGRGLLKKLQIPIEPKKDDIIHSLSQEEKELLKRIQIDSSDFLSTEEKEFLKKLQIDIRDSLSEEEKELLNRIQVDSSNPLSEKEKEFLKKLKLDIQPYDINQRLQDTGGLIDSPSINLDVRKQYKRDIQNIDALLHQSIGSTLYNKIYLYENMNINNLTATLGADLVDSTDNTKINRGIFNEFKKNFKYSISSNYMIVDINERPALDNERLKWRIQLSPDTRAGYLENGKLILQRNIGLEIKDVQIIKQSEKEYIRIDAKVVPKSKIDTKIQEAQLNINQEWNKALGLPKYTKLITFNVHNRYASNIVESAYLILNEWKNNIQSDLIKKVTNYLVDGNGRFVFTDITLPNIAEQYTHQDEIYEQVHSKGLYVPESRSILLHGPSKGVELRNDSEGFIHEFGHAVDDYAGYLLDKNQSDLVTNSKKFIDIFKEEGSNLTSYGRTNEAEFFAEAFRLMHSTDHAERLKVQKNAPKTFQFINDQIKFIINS
PfHsp40 rescue – rescue of yeast from PfHsp40 toxicity, primary screen, S. cerevisiae, ATP luminescence. AID 504582, 2011. growth rescue, % at 12.5 µM. S. cerevisiae expressing PfHsp40, growth rescue. 0.68% of 340,000 active; in the data active = growth rescue above about 28%, passing the limit was not always enough; inconclusive = no clear call, values can overlap the other calls;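 note: yeast W303a lacking pdr1 and pdr3 grown in galactose medium; growth measured after three days at 30 °C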
TcdB GH inh – TcdB glycohydrolase inhibitors, primary screen, biochemical, single point, plate reader; TcdB glycohydrolase enzymatic assay; inhibition, % at 9.99 µM; 0.24% of 350,000 active; Toxin B (Clostridioides difficile), P18177; in the data active = inhibition above about 10%
Yp Topo-I inh – Yersinia pestis topoisomerase I inhibitors, primary screen, biochemical, cleavage product accumulation, plate reader, single point. DNA topoisomerase I (Yersinia pestis CO92). Y. pestis Topo-I cleavage product accumulation. activity, % at 10 µM. 0.064% of 360,000 active. AID 504884, 2011; in the data active = activity above about 50%, passing the limit was not always enough; inconclusive = no clear call, values can overlap the other calls; note: inactives centre near 2
PrPC TRFRET – inhibitors of human cell surface prion protein PrPC, primary screen, cell-based, TR-FRET; TR-FRET read-out; 0.43% of 370,000 active; Major prion protein (Homo sapiens), P04156; inhibition, % at 13.8 µM; AID 720596, 2013; in the data active = inhibition above about 24%; note: 0% = median of the test wells and 100% = reference compound wells
BoNT-A LC inh2 – BoNT/A light chain protease inhibitors, primary screen, biochemical, flow cytometry, MLPCN library; multiplex microsphere protease substrate cleavage; inhibition, % at 10 µM; 0.17% of 360,000 active; AID 588499, 2011; note: plate controls were buffer without enzyme for full effect and enzyme alone for no effect
BoNT F protease – BoNT/F light chain protease inhibitors, primary screen, biochemical, flow cytometry, MLPCN library; 0.22% of 360,000 active; inhibition, % at 10 µM; Botulinum neurotoxin type F light chain protease (Clostridium botulinum); Multiplex microsphere protease cleavage assay; in the data active = inhibition above about 35%, passing the limit was not always enough; inconclusive = no clear call, values can overlap the other calls; note: plate controls were buffer without enzyme for full effect and enzyme alone for no effect
* = called active by the depositor; ? = inconclusive; nt = no result given. Cut-off read from the data, not from the text of the source, unless noted: active = inhibition above about 30%; inconclusive = no clear call, values can overlap the other calls; inactive = below that.

SMILES	CCHF vOTU inh	FadD28 binding	Anthrax LF prot	PfHsp40 rescue	TcdB GH inh	Yp Topo-I inh	PrPC TRFRET	BoNT-A LC inh2	BoNT F protease
Cc1c(Cl)cccc1NC(=O)CSc1nnc(C)n1CC1CCCO1 (stereo not drawn)	-6	-1.9	7	0.4	0.7	-2	-3	2.5	-16
N#Cc1ccc(NC(=O)COC(=O)C2=COCCO2)cc1	14	-1.5	2	-0.8	0.9	-3	-3	-0.3	-7
c1ccc(CSc2nnc(-c3ccco3)c(-c3ccco3)n2)cc1	nt	?	11	2.4	nt	11	nt	18	14
COCCNc1nc2nonc2nc1N1CCCC1c1nccs1 (stereo not drawn)	13	0.3	-4	-0.8	-0.5	7	-18	0.0	4
COc1ccc(OC)c(N/C=C/C(=C(C#N)C#N)N(C)C)c1	12	-0.1	-5	-0.3	1.5	5	-3	0.9	4
COc1ccc(C(=O)Nn2c(SCC(=O)NCC3CCCO3)nc3ccccc3c2=O)cc1 (stereo not drawn)	1	-2.2	1	-2.4	nt	5	9	0.4	-3
COc1ccc([N+](=O)[O-])cc1N(CC(=O)NCCCOC(C)C)S(C)(=O)=O	-4	-3.2	-2	0.8	1.2	1	3	-0.4	-4
CCn1c(SC)nc2cc(S(=O)(=O)N3CCCCC3)ccc21	0	-0.8	0	-1.5	0.8	-6	-1	1.3	8
O=C(NCc1nc2ccccc2[nH]1)c1cccc(S(=O)(=O)N2CCOCC2)c1	14	-0.9	1	-1.1	nt	8	3	0.4	-1
Nc1nc(Cl)nc2c1ncn2C1OC(CO)C(O)C1O (stereo not drawn)	-2	-0.6	1	nt	-0.2	9	-1	0.1	7
Cc1ccc(Cl)cc1NC(=O)COC(=O)CC(C)(C)C	4	-1.1	3	2.8	0.4	5	2	0.6	3
COc1ccc(N2CCc3c(C)nc4c(OC)cc(OC)cc4c32)cc1	-9	-0.6	-7	0.4	3.9	18	-10	-0.3	4
Cc1cc(C)nc(NC(N)=NCCc2ccccc2)n1	10	-1.0	2	1.4	10*	16	5	0.2	-4
Cc1oc2c(O)c(O)ccc2c(=O)c1-c1ccccc1	6	-3.0	-4	?	-14	-1	1	-0.2	-9
CCOC(=O)N1CCN(C(=O)c2c(Cl)cnn2C)CC1	-6	nt	-1	-1.7	1.7	-3	-7	-2.1	0
O=C1CCCCC1C1(O)C(=O)Nc2ccccc21 (stereo not drawn)	-3	-4.1	-4	nt	1.4	7	-1	-0.2	4
CC(C)Oc1ccc(C(=O)N2CCCc3ccccc32)cc1	-4	-1.7	-2	-1.4	nt	-2	3	-0.3	0
O=C(NCc1cc2ccccc2[nH]1)C1CCC(=O)N(CCCN2CCCC2=O)C1 (stereo not drawn)	5	0.8	-3	0.0	-1.0	9	2	1.9	-3
O=C(OCC(=O)N1CCCCCC1)c1cccc(Cl)c1	3	-3.0	-2	-0.9	-0.5	-6	2	-2.2	0
CC1=C2C3OC(=O)C(C)C3CCC2(C)C=C(Br)C1=O (stereo not drawn)	9	-1.4	0	nt	1.3	1	9	-0.1	-9
CCOC(=O)C(=CN(CCc1ccccc1)CC(=O)OC)C(=O)OCC	7	-1.0	-5	-0.1	0.3	0	2	-0.6	-5
N#Cc1ccc(-c2ccc(OCC3CNC(=O)O3)cc2)cc1 (stereo not drawn)	-16	-2.8	12	-0.5	1.2	6	6	-1.3	-10
CC(=O)NCCC(=O)Nc1cc(S(=O)(=O)N2CCCCC2)ccc1N1CCN(C)CC1	-6	-1.6	0	1.1	1.1	1	-10	7.3	6
CCN1CCN(CCOc2cccc(Oc3ccccc3)c2)CC1	-12	-1.5	-1	-0.3	3.8	2	-2	0.0	0
Cc1nc(CC(=O)NNS(=O)(=O)c2ccc3ccccc3c2)cs1	4	-4.0	1	-0.4	nt	-1	-6	0.0	0
Cc1cccc(C(O)c2ncc(-c3ccccc3F)[nH]2)c1C (stereo not drawn)	3	-2.6	-3	nt	-1.2	1	-6	0.3	3
CC12CCCCC1(O)[N+](=O)C1=C(CCCC1)N2[O-] (stereo not drawn)	-3	-4.6	-1	-2.2	nt	-2	6	0.0	-25
O=C(COC(=O)c1nn(-c2ccccc2C(F)(F)F)cc1O)c1ccc(OC(F)F)cc1	7	-0.8	0	0.3	-1.4	-7	-5	0.9	8
O=C(N/N=C/c1ccc([N+](=O)[O-])s1)C(O)c1ccccc1 (stereo not drawn)	6	0.3	-1	4.5	1.1	-6	-67	-0.1	-6
Cc1ccc(OCC(=O)OCC(=O)c2cccc([N+](=O)[O-])c2)cc1C	5	-1.3	-1	0.5	1.7	-9	0	1.2	9
CCc1nnc(NC(=O)CCC(=O)N2CCN(Cc3ccc(Cl)cc3)CC2)s1	1	-1.8	-5	1.9	nt	19	0	-0.1	-8
COC(=O)COc1ccc(S(=O)(=O)N2CCOCC2)cc1	-2	-0.8	1	-0.3	nt	-2	1	1.1	2
CCOC(=O)C1=C(C)NC(=O)C1(NC(=O)c1cccnc1)C(F)(F)F (stereo not drawn)	-8	-1.5	-3	-0.2	nt	-5	-3	-0.6	-6
O=C(COc1ccc(S(=O)(=O)Nc2ccc(Cl)cc2)cc1)N1CCOCC1	-6	-4.9	-3	3.9	5.2	1	2	-5.8	-5
O=C1c2ccccc2C(=O)N1CC1c2ccccc2CCN1S(=O)(=O)c1ccccc1 (stereo not drawn)	9	-7.3	-4	0.4	nt	30	-6	-0.8	-27
CC1CCCC=CC2CC(OC(=O)CN(C)C)CC2C(O)C=CC(=O)O1 (stereo not drawn)	2	-2.3	-5	0.2	1.4	7	90*	-0.3	-10
CC(=O)Oc1ccc(/C=C2/Oc3ccccc3C2=O)cc1	-7	0.6	-7	0.3	0.5	6	7	0.2	-5
CCCCn1c(-c2ccc(OC)cc2)nc2c(=O)n(C)c(=O)[nH]c21	-17	-0.2	8	-0.7	0.6	3	7	-2.9	2
CCOc1ccc2[nH]c3c(NCCN(CC)CC)ncnc3c2c1	-25	-1.4	-6	0.3	1.7	-12	-13	1.5	1
O=C(NC12CC3CC(CC(C3)C1)C2)N1CCN(c2nc(-c3ccccc3)cs2)CC1	-3	-0.3	-4	1.2	nt	26	-1	-0.4	-3
CCn1c(SCC(=O)NCc2ccco2)nnc1-c1cccs1	-8	-2.1	-7	1.4	nt	4	-6	?	6
CC(C)c1ccc2[nH]c(O)c(N=NC(=O)c3cccc(S(=O)(=O)Nc4ccccc4Cl)c3)c2c1	-3	-2.4	-2	-0.1	-0.3	9	-2	0.3	0
Cc1cc(C(=O)N/N=C\c2cc(C(C)(C)C)ccc2O)n[nH]1	nt	-9.6	-1	16	nt	-8	nt	2.0	8
CCOc1ccc(CCNC(=O)COC(=O)c2cccc(S(=O)(=O)N3CCCCC3)c2)cc1OCC	16	-2.6	0	-0.3	0.9	15	10	-0.3	-7
CC(C)(O)C#Cc1ccc(CN2CCC(n3nccc3NC(=O)C3CC3)CC2)cc1	-5	-1.7	7	-0.6	0.2	-8	1	1.3	2
Cc1ccc(-c2nnn(CC(=O)N(Cc3cccs3)C(C(=O)NC3CCCC3)c3ccncc3)n2)cc1 (stereo not drawn)	5	-2.0	1	0.9	nt	23	8	1.1	-5
CCS(=O)(=O)N1CCC(C(=O)Oc2ccccc2OC)CC1	-7	-2.9	-9	-1.6	1.7	2	2	-1.3	?
CC1=C(C(=O)N(C)C)CC(CC(=O)NCCCCc2ccccc2)C(=O)N1Cc1ccc(C(C)(C)C)cc1 (stereo not drawn)	20	-1.3	-5	nt	1.0	26	8	-0.9	-6
CCOc1ccccc1N(CC(=O)NCCSc1ccccc1)S(C)(=O)=O	-2	0.2	9	16	0.6	14	6	-0.6	-8
O=C(c1cccc2ccccc12)N1CCN(c2ccccc2F)CC1	2	-0.1	-10	0.9	nt	3	4	0.5	2
CC(C)CCN1C(=O)c2ccc(C(=O)Nc3ccc(Br)cc3C(=O)O)cc2C1=O	4	3.4	-14	-1.3	0.7	0	4	2.0	0
S=C(NCc1cccs1)Nc1cccc2ccccc12	0	-1.0	-7	2.3	2.0	6	0	-0.3	1
Cc1ccccc1-c1nn2c(-c3ccccc3)nnc2s1	4	1.4	-4	-0.3	nt	34	3	-0.8	1
CC(=O)N1c2ccc(S(=O)(=O)N3CCC(C(=O)Nc4cc(C)cc(C)c4)CC3)cc2CC1C (stereo not drawn)	-2	-0.8	-1	1.8	0.6	22	-3	0.1	0
CCc1cc(=O)oc2cc(OCC(=O)NCCCn3ccnc3)ccc12	-1	-1.9	-3	0.6	-0.1	-1	-1	-0.1	-7
Cc1ccc(S(=O)(=O)N2[C@H](c3ccccc3)CC(=O)[C@@H]3CN(S(=O)(=O)c4ccccc4C)[C@H](c4ccccc4)C[C@@H]32)cc1	2	-2.5	-4	nt	0.9	nt	2	0.4	1
O=C(O)c1ccccc1-c1nc2ccccc2n1-c1ccccc1	-8	-1.9	0	-0.6	nt	-3	-4	-0.3	-3
CC(=O)Nc1ccc(NC(=O)CSc2nccn2Cc2ccco2)cc1	-3	-4.5	-4	1.1	1.4	-7	-2	-1.3	-6
Cc1ccc(NC(=O)c2cc(N3C(=O)C4CCCCC4C3=O)ccc2N2CCOCC2)cc1 (stereo not drawn)	4	-3.4	-2	1.3	2.4	1	0	0.2	2
